CHT block – inhibitors of human choline transporter CHT; 0.86% of 310,000 active; CHT-expressing cells, membrane potential dye, choline response; hits give low values; B-score at 10 µM; High affinity choline transporter 1 (Homo sapiens), Q9GZV3;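 active means B-score over 3 SD under the library average, and starting fluorescence ratio not unusually high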;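 further: choline stimulus applied at its EC90 after an EC20 pre-addition; B-score computed on integrated fluorescence ratio after choline addition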
Kir21 inh – inhibitors of mouse Kir2.1 inward-rectifier potassium channel; HEK293-Kir2.1, FluxOR thallium flux fluorescence; hits give low values; B-score at 10 µM; 0.85% of 310,000 active; AID 1672, 2009;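 active means fluorescence ratio B-score at or below minus 3 SD of library scores, with starting-brightness B-score within 2 SD, cut at about -4.2 in these data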;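 further: channel flux triggered by added potassium and thallium sulfate stimulus; B-score of peak minus minimum fluorescence over baseline after thallium stimulus; more negative B-score means stronger Kir2.1 block with less thallium influx; some compounds called inactive have numbers as strong as hits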
KCNQ2 block – KCNQ2 potassium channel inhibitors, primary screen, cell-based, CHO-K1, FluxOR thallium flux, B-score (AID 2156) | Potassium voltage-gated channel subfamily KQT member 2 (Rattus norvegicus), O88943 | 20 min; hits give low values | B-score at 10 µM | 1.1% of 310,000 active;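 active means fluorescence ratio B-score at most minus 3 library SDs, with starting brightness B-score within 2 library SDs, cut at about -5.5 in these data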
Target sequence (O88943 whole entry, looked up): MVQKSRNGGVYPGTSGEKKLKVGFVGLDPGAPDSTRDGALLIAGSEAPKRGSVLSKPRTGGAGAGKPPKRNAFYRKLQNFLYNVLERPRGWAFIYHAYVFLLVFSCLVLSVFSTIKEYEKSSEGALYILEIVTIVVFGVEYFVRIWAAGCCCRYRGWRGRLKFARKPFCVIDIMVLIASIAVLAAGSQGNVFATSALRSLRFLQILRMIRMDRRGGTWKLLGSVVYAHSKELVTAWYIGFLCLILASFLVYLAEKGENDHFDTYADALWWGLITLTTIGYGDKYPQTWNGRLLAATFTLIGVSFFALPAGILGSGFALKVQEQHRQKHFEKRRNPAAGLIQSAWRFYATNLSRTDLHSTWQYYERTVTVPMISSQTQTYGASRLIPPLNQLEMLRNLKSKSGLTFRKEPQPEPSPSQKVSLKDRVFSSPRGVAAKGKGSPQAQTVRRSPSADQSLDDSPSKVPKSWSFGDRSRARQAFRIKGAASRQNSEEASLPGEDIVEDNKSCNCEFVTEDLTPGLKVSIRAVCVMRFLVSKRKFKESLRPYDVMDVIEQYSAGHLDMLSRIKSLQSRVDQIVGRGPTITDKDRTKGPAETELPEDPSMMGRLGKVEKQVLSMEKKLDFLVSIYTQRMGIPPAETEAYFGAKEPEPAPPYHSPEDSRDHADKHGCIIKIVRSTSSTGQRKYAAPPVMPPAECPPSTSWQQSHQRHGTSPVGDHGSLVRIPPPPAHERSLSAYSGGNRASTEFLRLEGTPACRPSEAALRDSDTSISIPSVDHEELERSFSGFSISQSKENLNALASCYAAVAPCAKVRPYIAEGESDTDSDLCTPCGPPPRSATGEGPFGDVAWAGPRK
* marks the source's active call; other numbers are inactive results; i = inactive; x = no result given.

Under each structure – CHT block	Kir21 inh	KCNQ2 block
1	CC(=O)Nc1ccc(NC(=O)CSc2ccc(-c3ccco3)nn2)cc1
 : i	0.56	i
2	Cc1cc2c3c([nH]c2cc1S(=O)(=O)NCc1ccc(CN2CCCCCC2)o1)CCCC3=O
 : i	-1.03	i
3	Cc1ccc(/C=C2\SC(=S)N(CC(=O)Nc3ncc(Cc4ccccc4Cl)s3)C2=O)cc1
 : i	-0.01	i
4	Cc1ccc(CCNS(=O)(=O)c2cc(Br)cnc2N)cc1
 : i	-0.5	i
5	CCc1ccc(-n2c(SCC(=O)Nc3cc(C)[nH]n3)nc3[nH]ncc3c2=O)cc1
 : i	-0.8	i
6	COC(=O)c1ccc(S(=O)(=O)c2ccc(Cl)cc2)c(N)c1
 : i	0.06	i
7	Cc1ccccc1-n1c(SC/C(O)=C(\C#N)c2nc3ccccc3[nH]2)nnc1-c1ccncc1
 : i	-0.04	i
8	O=C(COC(=O)c1ccccc1Cl)Nc1nccs1
 : i	-0.12	i
9	O=c1c(Cc2ccc(F)cc2)c(O)ccn1CCc1ccccn1
 : i	-1.87	i
10	Cc1ccccc1CSCCNS(C)(=O)=O
 : i	0.08	i
11	Cc1cc(C)n(CC(=O)NNC(=O)CCNC(=O)c2ccccc2Cl)n1
 : i	1.23	i
12	O=C(CC1NCCc2ccccc21)Nc1cccc(Cl)c1 (configuration not stated)
 : i	-2.47	i
13	CCn1c2ccccc2c2cc(Nc3cc(C)nc4ncnn34)ccc21
 : i	-7.61*	i
14	Cc1ccc(NC(=O)c2cc(-c3ccco3)on2)cc1
 : i	-2.77	i
15	COc1ccc(S(=O)(=O)N2CCOCC2)cc1NC(=O)CSc1nnc2ccccn12
 : i	1.65	i
16	Cc1cc(CN(C)C(=O)CC2C(=O)NCCN2Cc2ccc(-c3ccccc3)cc2)on1 (configuration not stated)
 : i	-0.59	i
17	COC(=O)c1cc2ccsc2n1CC(=O)Nc1cc(C)cc(C)c1
 : i	0.92	i
18	COc1ccc(-n2c(C)cc3cc(OC(C)=O)ccc32)cc1
 : i	-1.59	i
19	COC(=O)[C@H](Cc1ccccc1)NC(=O)c1ccc2ccccc2n1
 : i	-0.46	i
20	COc1ccc(CCNC(=O)CN(c2cccc([N+](=O)[O-])c2)S(C)(=O)=O)cc1
 : i	1.06	i
21	O=c1[nH]c(CN2CCN(c3ccccc3Cl)CC2)nc2ccsc12
 : i	-2.06	i
22	COc1ccc(/C=N/NC(=O)c2cc(-c3ccccc3OC)nc3ccccc23)cc1COC(C)=O
 : i	1.94	i
23	O=C(Nc1cccc(-c2cn3c(n2)SCC3)c1)c1ccc2ccccc2n1
 : i	-1.3	i
24	O=C(CCC1(C(=O)O)CCC(=O)NC1)NCc1ccccc1 (configuration not stated)
 : i	-0.05	i
25	CN(C)C(/C=C/Nc1ccccc1F)=C(C#N)C#N
 : i	0.11	i
26	Cc1cccc(NC(=O)/C(C#N)=C/c2ccc(Sc3ccccc3)o2)c1C
 : i	0.05	i
27	COc1cccc(-n2c(SCc3ccccn3)nc3c(c2=O)SCC3)c1
 : i	-0.41	i
28	N#Cc1c(NC(=O)C2C3C=CC(C3)C2C(=O)O)sc2c1CCCCC2 (configuration not stated)
 : i	-0.8	i
29	O=C(CSc1ncn[nH]1)Nc1cccc(S(=O)(=O)N2CCCCCC2)c1
 : i	-2.39	i
30	COc1ccccc1C(C[N+](=O)[O-])c1c[nH]c2ccccc12 (configuration not stated)
 : i	-2.99	i
31	Cc1ccnc(NC(=O)CCC(=O)N(CC(=O)NC(C)(C)C)C2CCCC2)c1
 : i	1.55	i
32	CCCC(c1nnnn1C(C)(C)CC)N1CCN(C(=O)c2ccco2)CC1 (configuration not stated)
 : i	1.36	i
33	CSCCCNC(=S)N1CCc2ccccc2C1
 : i	0.51	i
34	Cn1nnc2ccccc2c1=O
 : i	-0.02	i
35	O=C(O)C1=C[C@H](c2ccc(C(F)(F)F)cc2)C[C@H](OCCCCO)O1
 : i	-0.03	i
36	CCOc1cccc(-c2nnc(SCC(=O)Nc3cc(OC)cc(OC)c3)n2N)c1
 : i	2.78	i
37	CC(C)CC(NC(N)=O)C(=O)OCC(=O)N(Cc1ccccc1)Cc1ccccc1 (configuration not stated)
 : i	-0.54	i
38	Cc1c(N2C(=O)CSC2c2ccc([N+](=O)[O-])cc2)c(=O)n(-c2ccccc2)n1C (configuration not stated)
 : i	-1.39	i
39	Cc1nn(Cc2ccc(F)cc2)c(C)c1NC(=O)c1cc2ncc(Br)cn2n1
 : i	-1.21	i
40	O=C(NC(=S)NC1CC1)c1cccnc1
 : i	1.66	i

Compound profiles (already shown).
`O=C(NC(=S)NC1CC1)c1cccnc1` in the list: CHT block: i; Kir21 inh: 1.66; KCNQ2 block: i
`CN(C)C(/C=C/Nc1ccccc1F)=C(C#N)C#N` in the list: CHT block: i; Kir21 inh: 0.11; KCNQ2 block: i
`CCOc1cccc(-c2nnc(SCC(=O)Nc3cc(OC)cc(OC)c3)n2N)c1` in the list: CHT block: i; Kir21 inh: 2.78; KCNQ2 block: i

Additional structures:
Under each structure – CHT block	Kir21 inh	KCNQ2 block
41	Cc1cccc(OCC(=O)Nc2cc(C)on2)c1
 : i	-1.41	i
42	Cc1noc(C)c1CSCC(=O)Nc1cc(S(=O)(=O)N2CCOCC2)ccc1OC(C)C
 : i	-0.3	i
43	COc1cc(/C=N/NC(=O)C(C)n2nnc3ccccc32)ccc1O (configuration not stated)
 : i	-0.44	i
44	COc1ccc(N2CC(C(=O)Nc3nnc(SCC(=O)NCC4CCCO4)s3)CC2=O)cc1 (configuration not stated)
 : i	-0.52	i
45	Cc1ccc(NC(=O)c2c(C)noc2-c2snnc2C)cc1
 : i	0.65	i
46	CCN1C(=O)CSc2ccc(C(=O)OC)cc21
 : i	1.03	i
47	COc1cccc2c1C(=O)O/C2=C/c1ccc2c(c1)OCO2
 : i	-1.12	i
48	C/C(=N\NC(=S)NCc1ccccc1)c1cccs1
 : i	0.36	i
49	CSC1CCCCC1(O)CSc1nc2ccccc2o1 (configuration not stated)
 : i	-0.44	i
50	Cc1ccc(C(=O)NCc2ccc3c(c2)OCO3)cc1C
 : i	2.03	i
51	CC(C)C(=O)N1CCc2cc(-c3csc(N)n3)ccc21
 : i	0.3	i
52	O=S(=O)(c1ccc(NCCc2c[nH]c3ccccc23)nc1)N1CCOCC1
 : i	1.14	i
53	O=C(Nc1ccc([N+](=O)[O-])cn1)c1cccnc1
 : i	1.18	i
54	COc1ccc(CCNC(=O)C2CCN(S(C)(=O)=O)CC2)cc1
 : i	2.94	i
55	Cc1noc(C)c1C(=O)Nc1ccc(Cl)cc1C(F)(F)F
 : i	0.08	i
56	Cc1ccccc1NC(=O)c1cccc(S(=O)(=O)Oc2ccc([N+](=O)[O-])cc2)c1
 : -5.72*	1.08	i
57	CCN(CC)CCCn1c(=S)[nH]c2cc(OC)c(OC)cc2c1=O
 : i	-0.55	i
58	COc1ccc2c(c1)c(C(=O)CN1CCN(C(=O)c3ccco3)CC1)c(C)n2C
 : i	0.67	i
59	Cc1ccc(S(=O)(=O)N(C)c2ccc3ccccc3c2)cc1
 : i	-0.46	i
60	Cn1c(=O)c2c(SCC(=O)NCC3CCCO3)nc(-c3ccccc3Cl)nc2n(C)c1=O (configuration not stated)
 : i	-0.03	i
61	O=C(N/N=C/c1ccccc1O)C1CCCC1
 : i	0.45	i
62	CC(C)CC1Nc2ncnc(N3CCOCC3)c2N(Cc2ccc(Br)cc2)C1=O (configuration not stated)
 : i	-0.78	i
63	Cc1cccc(C2NC(c3cccc(C)c3)C(C)C(=O)C2C)c1 (configuration not stated)
 : i	-0.61	i
64	Cc1cccc(NC(=O)CCCCCN2C(=O)[C@@H]3Cc4ccccc4CN3C2=O)c1
 : i	0.51	i
65	CCOc1ccccc1-c1cc(-c2n[nH]c(=S)n2CC)c2ccccc2n1
 : i	0.25	i
66	COc1cc(/C=C/c2[nH]c(=O)[nH]c(=O)c2[N+](=O)[O-])cc([N+](=O)[O-])c1O
 : i	1.46	i
67	COc1cc(NC(=O)Cn2c([N+](=O)[O-])cnc2C)c(OC)cc1Cl
 : i	1.64	i
68	COc1cccc(N2CCN(C(=O)c3cc4ccc(OC)cc4[nH]3)CC2)c1
 : i	-0.5	i
69	COc1ccccc1NC(=O)/C(=C\c1cccs1)NC(=O)c1ccco1
 : i	-0.96	i
70	Cc1cc(NS(=O)(=O)c2ccc(NC(=O)/C=C/c3ccco3)cc2)nc(C)n1
 : i	-0.15	i
71	Cc1nc2ccc(NC(=O)NCCO)cc2s1
 : i	1.02	i
72	COc1cc(NC(=O)c2cc(C)nc3ccccc23)cc(OC)c1OC
 : i	-2.74	i
73	O=C(CS(=O)(=O)Cc1ccccc1)N1CCN(c2ccccc2F)CC1
 : i	-1.08	i
74	COc1cc(NC(=O)CN2C(=O)c3ccccc3Sc3ccc(C(=O)N4CCOCC4)cc32)cc(OC)c1OC
 : i	0.8	i
75	CCC(=O)Nc1nnc(SCCOC)s1
 : i	-0.11	i
76	CO/N=C\CC(=O)Nc1ccc(Cl)c(Cl)c1
 : i	3.27	i
77	CCOC(=O)c1c(/N=C/C2=C(O)CC(C)(C)CC2=O)sc(C(C)=O)c1C
 : i	1.63	i
78	Cc1cc(S(=O)(=O)N2CCCCC2CCNC(=O)C(=O)NCc2cccnc2)ccc1F (configuration not stated)
 : i	-1.67	i
79	Cc1ccc(C(C(=O)NC(C)(C)C)N(CCCN2CCOCC2)C(=O)c2ccc(-c3ccccc3)[nH]2)o1 (configuration not stated)
 : i	0.15	i
80	CCN(Cc1ccncc1)C(=O)c1ccc2c(c1)S(=O)(=O)c1ccccc1C2=O
 : i	0.15	i
81	COc1ccc(-n2c(SCC(=O)Nc3ccc(NC(C)=O)cc3)nc3ccccc3c2=O)cc1
 : i	1.61	i
82	O=C(CCC(=O)OCC(=O)c1ccc(Cl)cc1)NC1CCCCC1
 : i	1.18	i
83	COc1ccc(CCn2c(SCC(=O)Nc3cc(C)on3)nc3ccccc3c2=O)cc1OC
 : i	0.83	i
84	COc1ccc(CN2CCN(CCC(C)C)C(CCO)C2)cc1Cn1cncn1 (configuration not stated)
 : i	0.57	i
85	CCc1ccccc1N(C)S(=O)(=O)c1ccc2[nH]cc(C(=O)O)c(=O)c2c1
 : i	-0.37	i
86	O=C(NC(Cc1c[nH]c2ccccc12)C(=O)O)c1ccc(Br)cc1 (configuration not stated)
 : i	0.01	i
87	O=C(NCCCN1CCOCC1)NC1CCCCC1
 : i	1.37	i
88	O=C1C(=O)N(Cc2ccco2)C(c2cccc(Cl)c2)/C1=C(\O)c1ccc2c(c1)OCCO2 (configuration not stated)
 : i	-1.24	i
89	CCCCC(=O)Nc1cc2nn(-c3ccc(OC)cc3)nc2cc1C
 : i	-0.91	i
90	CC(C)(C)c1nnc(NC(=O)CCS(=O)(=O)Cc2ccccc2)s1
 : i	0.79	i
91	Cc1cc(S(=O)(=O)Nc2ccc(F)cc2)c(C)s1
 : i	-1.07	i
92	CCCC(CCC)C(=O)OC1C[C@H]2CC[C@@H](C1)[N+]2(C)C (some centres not stated)
 : i	-0.04	i
93	COc1ccc(S(=O)(=O)NCc2ccncc2)cc1NC(=O)c1ccccc1C
 : i	1.52	i
94	COc1ccccc1NC(=O)CSc1nncn1-c1cccnc1
 : i	0.15	i
95	O=C(NC(=S)N1CCCC1)c1ccc(Cl)cc1Cl
 : i	-0.23	i
96	CCN(CC)S(=O)(=O)c1cccc(NC(=O)C2CC(=O)N(c3ccc4c(c3)OCCO4)C2)c1 (configuration not stated)
 : i	-0.22	i
97	COc1ccc(C(CNC(=O)c2oc3ccc(Cl)cc3c2C)N2CCCCC2)cc1 (configuration not stated)
 : i	0.92	i
98	COc1nc(-c2ccccc2)ccc1-c1noc(C)n1
 : i	2.44	i
99	COC(=O)C1=C(C)NC(=O)/C1=C\c1ccco1
 : i	0.46	i
100	Cc1ccc2cc(CCNC(=O)c3ccc(S(=O)(=O)N4CCCCC4)cc3)c(=O)[nH]c2c1
 : i	-0.16	i

More compounds
Under each structure – CHT block	Kir21 inh	KCNQ2 block
101	COc1ccc(CNC(=O)CN(C)S(=O)(=O)c2ccc3c(c2)c(=O)n(C)c(=O)n3C)cc1
 : i	1.87	i
102	Cc1nc2scc(C)n2c(=O)c1S(=O)(=O)N1CCN(c2ccccc2)CC1
 : i	-0.01	i
103	COc1ccccc1CCc1nnc(CCC(=O)N(C)Cc2cccc3cnccc23)o1
 : i	-1.47	i
104	Cc1csc(SCC(=O)NC(=O)NCCC(C)C)n1
 : i	-1.22	i
105	CSc1ncc(Cl)c(C(=O)NCc2ccc3c(c2)OCO3)n1
 : i	0.95	i
106	CN(C)S(=O)(=O)N(CC(=O)Nc1ccc2ccccc2c1)c1ccccc1
 : i	-0.34	i
107	CN(C)CCCN(C(=O)c1ccco1)c1nc2cc3c(cc2s1)OCO3
 : i	-1.43	i
108	C/C=C/C(=O)Nc1cccc(C2=NOC3(C2)C[C@H](C(N)=O)N(C(=O)c2ccccc2C(=O)c2ccccc2)C3)c1 (some centres not stated)
 : x	-0.51	i
109	CC1(C)C(=O)Nc2ccccc2N1C(=O)COC(=O)CCSc1ccccc1
 : i	1.92	i
110	COc1ccc(OCC(=O)Nc2cc(-c3nn(C)c(=O)c4ccccc34)ccc2OC)cc1
 : i	-1.57	i
111	CCN1C/C(=C/c2ccc(N3CCOCC3)cc2)C(=O)/C(=C/c2ccc(N3CCOCC3)cc2)C1
 : i	-1.51	i
112	CC(C)(C)NC(=O)C(OC(=O)c1cccs1)c1ccccc1 (configuration not stated)
 : i	-1.05	i
113	O=C(Nc1ccc2c(c1)OCO2)c1ccc2c(c1)S(=O)(=O)c1ccccc1C2=O
 : i	-0.63	i
